N370S GC – N370S glucocerebrosidase modulation, Gaucher chaperone candidate | N370S GC spleen homogenate, 4MU-glucoside fluorescence | Potency, µM (top dose mostly 59.4 µM), without a hit: at the top dose activity change, negative = inhibition, most hits filed as inhibitors | hit rate 0.092% among 330,000;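 also: 0% = full enzyme activity and -100% = no enzyme basal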
KAT2A inh – inhibitors of human GCN5L2 histone acetyltransferase; Potency, µM (highest dose often 58.9 µM), inactives show at the top dose activity change, negative = inhibition, usual class: inhibitors; hit rate 0.21% among 390,000; Q92830; GCN5L2 HAT assay, ThioGlo1 CoA-SH fluorescence
Target sequence (Q92830 whole entry, looked up): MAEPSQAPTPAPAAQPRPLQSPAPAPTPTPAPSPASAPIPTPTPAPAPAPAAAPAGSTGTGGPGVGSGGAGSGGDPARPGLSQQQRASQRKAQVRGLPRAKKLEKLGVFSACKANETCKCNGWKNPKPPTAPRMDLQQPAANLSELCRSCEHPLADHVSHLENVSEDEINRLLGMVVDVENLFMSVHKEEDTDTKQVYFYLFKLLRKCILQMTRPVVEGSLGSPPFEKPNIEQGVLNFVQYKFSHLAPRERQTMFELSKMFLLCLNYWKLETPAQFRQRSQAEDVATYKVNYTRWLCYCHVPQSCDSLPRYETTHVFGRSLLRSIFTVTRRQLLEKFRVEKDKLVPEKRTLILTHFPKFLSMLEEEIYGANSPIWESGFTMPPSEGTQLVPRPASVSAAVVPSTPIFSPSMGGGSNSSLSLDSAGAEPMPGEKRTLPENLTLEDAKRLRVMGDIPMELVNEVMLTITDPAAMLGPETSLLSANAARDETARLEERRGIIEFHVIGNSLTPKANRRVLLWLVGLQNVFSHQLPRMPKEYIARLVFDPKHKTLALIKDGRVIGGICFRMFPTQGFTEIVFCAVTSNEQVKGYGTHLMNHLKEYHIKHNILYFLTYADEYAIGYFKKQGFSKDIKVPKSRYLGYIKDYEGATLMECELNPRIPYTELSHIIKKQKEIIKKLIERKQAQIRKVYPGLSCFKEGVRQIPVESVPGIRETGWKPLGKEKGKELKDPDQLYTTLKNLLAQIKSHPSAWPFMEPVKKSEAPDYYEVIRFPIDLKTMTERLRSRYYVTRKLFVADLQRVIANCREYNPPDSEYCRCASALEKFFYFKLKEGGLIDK
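Preincubate 20nM GCN5L2 with compound 15 min, RT → add 50uM ThioGlo1 + 75uM H3(1-25) + 70uM acetyl-CoA → read fluorescence 0 and 20 min. Primary qHTS; fluorescent artifacts likely.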
FEN1 inh – blocks human flap endonuclease 1; Recombinant FEN1 flap cleavage, fluorescence, 15 min; Potency, µM (highest dose often 114 µM), inactives show at the top dose activity change, negative = inhibition, usual class: inhibitors; hit rate 0.35% among 390,000; also: nearly all actives have a fitted effect of over 65% in size
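Steps: FEN1 (10 nM) dispensed; compound added by pin tool; 15 min at room temperature; substrate added to 50 nM final; reads at 0 min and 15 min; data normalized and fitted (four-parameter Hill).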
An asterisk follows results filed as active; u = inconclusive; x = not tested or not shown; [ ] = dose if it differs, or a comment. Calls follow the shape of the dose curve; as a rule, active = well fitted curve in the direction sought with a large enough effect; inconclusive = small, poorly fitted or top-dose-only effect, or another doubt; inactive = no such curve, though single readings can be large; an effect the other way counts as inactive or inconclusive. Unless noted, % is scaled to controls: 0 for no effect and ±100 for the full control effect; potency is read from the fitted curve at half-maximal effect. Not a hit list; overall some 0.54% were active at least once.

SMILES | N370S GC | KAT2A inh | FEN1 inh
O=C(CNC(=O)c1ccccc1F)OC(C(=O)Nc1cc(C(F)(F)F)ccc1Cl)c1ccccc1 (stereo not drawn) | 9% | -21% | -3%
O=C(Cn1c(=O)oc2cc(S(=O)(=O)NCc3ccccc3)ccc21)N(CCO)Cc1ccccc1 | x | -4% | -11%
CCCOc1ccc(CNC(=O)Cn2ncc3ccccc32)cc1 | 23% | -3% | 24%
COc1ccc(Br)cc1/C=N/NC(=O)c1ccco1 | 2% | -1% | 8%
COc1ccc(C2C3=C(CCCC3=O)N(CC(=O)O)C3=C2C(=O)CCC3)cc1Cl | u | -12% | -6%
COc1ccc(-c2oc3ccc(-c4cc(OC)c(OC)c(OC)c4)cc3c2C#Cc2ccsc2)cc1 | 1% | -8% | -2%
COCCNc1nc(N)c([N+](=O)[O-])c(NCc2ccccc2)n1 | -10% | -2% | 12%
c1ccc(-c2cccc(N3CCC4(CCNCC4)CC3)c2)cc1 | -21% | -18% | x
CCC(C)N1CC(C(=O)NC2CCCCC2)CC1=O (stereo not drawn) | 0% | -1% | 7%
COc1cccc(-n2cc(C(=O)NC(C)C)c3ccccc3c2=O)c1 | -3% | -15% | -4%
Cc1cccc(C)c1Nc1c(-c2ccc(N3CCOCC3)cc2)nc2cnccn12 | -4% | -4% | -13%
O=C(O)CNC(=O)CCN1C(=O)c2ccccc2C1=O | 5% | -11% | 8%
COC(=O)c1ccccc1NC(=O)c1ccc2nccnc2c1 | 2% | -2% | -16%
COc1ccc(CN(C)CC2CCCN(CCc3ccccc3C)C2)cc1O (stereo not drawn) | -12% | -10% | 3%
COc1ccc(CN2COc3ccc4c(-c5ccc(OC)cc5)cc(=O)oc4c3C2)cc1 | x | -8% | 14%
COC(CNC(=O)CNC(=S)N(Cc1ccccc1)Cc1cccnc1)OC | 1% | -14% | 7%
COc1cc(NC(=O)C2CC(c3c(F)cccc3Cl)=NO2)cc(OC)c1OC (stereo not drawn) | 9% | 0% | 8%
CN(c1ccccc1)S(=O)(=O)c1ccc(Cl)c(C(=O)OCC(=O)NCc2ccco2)c1 | 9% | -24% | -26%
O=C(CN1CCN(c2nc(-c3ccccc3)cs2)CC1)NNC(=O)c1ccco1 | -11% | -1% | -2%
O=C(Nc1cccnc1)Nc1ccc(Br)cc1Cl | u | -3% | -12%
COc1ccc(C2CC(=O)C=C(NCc3ccc4c(c3)OCO4)C2)cc1 (stereo not drawn) | 8% | -25% | 13%
CN1CCc2c(sc3c2C(=O)NC(c2ccc(C(C)(C)C)cc2)N3)C1 (stereo not drawn) | x | -5% | -8%
COc1ccccc1C(=O)Nc1ccc2c(c1)CCCN2C(=O)c1cccs1 | 5% | -6% | -21%
COc1ccc(CNC(=O)c2cc(-c3ccc(OC)cc3)on2)cc1 | x | -6% | 16%
COc1ccc(CNC(=O)c2ccccc2SC)cc1 | 0% | 6% | 4%
CCCCn1c(=N)c(S(=O)(=O)c2ccccc2)cc2c(=O)n3cccc(C)c3nc21 | x | -6% | -2%
Cc1ccc(-c2nn3c(C)nnc3c3ccccc23)cc1S(=O)(=O)NCc1ccco1 | 13% | -28% | -19%
COc1ccc(S(=O)(=O)NCC(c2cccnc2)N2CCN(Cc3ccccc3)CC2)cc1 (stereo not drawn) | -5% | 1% | -8%
COc1cccc(C(=O)NCCN2C(=O)S/C(=C/c3cccs3)C2=O)c1OC | -2% | -10% | -3%
CCOc1ccc(N2CC(c3nc4ccccc4n3CCOc3ccccc3OC)CC2=O)cc1 (stereo not drawn) | x | -10% | 8%
O=C(CSc1nnc(NC(=O)c2ccc(F)cc2)s1)NC1CC1 | 0% | -1% | 13%
CCOc1ccccc1CN1CCNC(=O)C1CC(=O)NC1CCCCC1 (stereo not drawn) | -1% | 2% | 6%
CN1C2CCC1CC(NC(=O)CSc1ccc(Cl)cc1)C2 (stereo not drawn) | 18% | 0% | -9%
N#CCSc1nc2c(cc1C#N)CCCC2 | 13% | 0% | -5%
CCOC(=O)Cc1c(C)nc2c(-c3ccc(Cl)cc3)cnn2c1C | 29% | -8% | -6%
Cc1nn(Cc2cccc(C(=O)O)c2)c(C)c1[N+](=O)[O-] | -11% | -1% | 5%
CCC1CCCCN1C(=S)Nc1ccc(S(=O)(=O)Nc2ncccn2)cc1 (stereo not drawn) | -7% | -3% | 5%
COCC(=O)n1nc(-c2ccccc2)nc1NCc1ccc(N(C)C)cc1 | 7% | -1% | -2%
O=C(Nc1ccccc1)/C(=C\c1ccc2c(c1)OCO2)NC(=O)c1ccco1 | -6% | -9% | -13%
Cc1ccc(CSCC2Nc3ccc(C(=O)N4CCN(c5ccc(F)cc5)CC4)cc3NC2=O)cc1 (stereo not drawn) | -27% | u | 2%
O=S1(=O)CCN=C2SC3=C(CCCC3)N21 | -11% | 1% | -13%
N=c1ccn(Cc2ccc(Cl)cc2)cc1 | -20%[2.35 µM] | 3% | -1%
CCCCOc1ccc(CNC(=S)N/N=C/c2ccc(OC)c(OC)c2)cc1 | 11% | -8% | -23%
O=C1C2C3CCC(CC3)C2C(=O)N1c1ccccc1 (stereo not drawn) | -12% | 1% | -1%
O=C(COC(=O)c1cc[n+]([O-])cc1)Nc1ccc(Cl)cc1[N+](=O)[O-] | 0% | -17% | 1%
C[C@@]12C(=O)N(c3ccc(Cl)cc3)C(=O)N1[C@@H]1c3ccccc3OC[C@@H]1[C@H]2c1ccccc1 | x | -4% | -11%
C/C(CC(=O)Nc1ccc(Cl)cc1C(F)(F)F)=N\NC(N)=S | -2% | -4% | 8%
O=S(=O)(Nc1ccc(-c2cn3ccccc3n2)cc1)c1ccccc1 | -16% | -4% | 16%
CCOC(=O)CC1c2cc(OCC)c(OCC)cc2CCN1C(=O)Nc1cccc(Cl)c1 (stereo not drawn) | x | -5% | 1%
C/C(=N\NC(=O)c1ccc(Br)cc1)c1ccccc1 | -20% | -6% | 9%
CC(=O)NCCC(=O)N1CCCC(C(=O)c2ccc3c4c(cccc24)CC3)C1 (stereo not drawn) | 0% | -10% | -4%
O=C(C1CCC(C(=O)N2CCCCC2)CC1)N1CCCCC1 (stereo not drawn) | 6% | 1% | 1%
O=C(N[C@@H](Cc1ccc(O)cc1)C(=O)O)c1cccnc1 | 1% | -7% | 3%
Cc1ccc(NC(=O)CN2C(=O)COc3ccc(S(=O)(=O)N4CCCCC4)cc32)cc1Cl | x | -3% | -23%
O=C(OCC(=O)N1CCCC1)c1cccs1 | 11% | -2% | -6%
O=C(NNC(=O)c1cccnc1SCc1cccc([N+](=O)[O-])c1)c1cccnc1 | 3% | 3% | 6%
CCc1sc(N2C(=O)C3C4CCC(C4=C(C)C)C3C2=O)nc1-c1ccccc1 (stereo not drawn) | 7% | 1% | -6%
CCCc1nc2oc3c(NCC4CCCO4)ncnc3c2c2c1COC(C)(C)C2 (stereo not drawn) | 12% | -4% | -1%
Cc1cccc(OCC(=O)NCC(=O)N/N=C/c2ccc([N+](=O)[O-])cc2)c1 | 8% | -5% | -4%
O=C(N/N=C/c1ccc(Br)s1)c1ccco1 | 0% | -17% | 2%

Further entries follow.
SMILES | N370S GC | KAT2A inh | FEN1 inh
Cc1ccc(CNC(=O)C2CCCN(c3nc4c(C)cc(C)cc4s3)C2)cc1 (stereo not drawn) | x | -2% | -2%
C=CCc1cccc(/C=N/NC(=O)CN2CCN(Cc3ccccc3)CC2)c1O | -1% | -20% | x
CCN(CC)CCCOC(=O)C(c1ccccc1)c1ccccc1 | -5% | -2% | -12%
CCOc1ccccc1-n1nnnc1SCC(=O)NCc1ccco1 | 1% | 0% | 14%
CCOC(=O)C(CSCC(=O)c1ccc(Br)cc1)NC(=O)OC(C)(C)C (stereo not drawn) | -1%[12.8 µM] | 1% | x
C/C(=N\Nc1ccc2nncn2n1)c1ccc(Br)s1 | -4% | -7% | -19%
C=CCNc1nc2c(c(=O)[nH]c(=O)n2C)n1CCCc1ccccc1 | 1% | -6% | 45%
COC(=O)CSc1[nH]c2cc(C)ccc2c1[N+](=O)[O-] | -6% | -6% | -2%
CS(=O)(=O)c1[nH]nc(-c2cccc(Cl)c2)c1C#N | 2% | 0% | 1%
N#CN1CCC(NS(=O)(=O)c2ccc(C(F)(F)F)cc2)C1 (stereo not drawn) | x | 1% | 0%
CC1CCN(c2ccccc2NC(=S)NC(=O)c2cccs2)CC1 | 16% | 0% | -8%
CCCCC(=O)NC(NC(=S)N1CCCCCC1)C(Cl)(Cl)Cl (stereo not drawn) | 13% | 1% | -3%
Cc1ccccc1CN1CCN(C(C)C(=O)NCc2ccccc2)CC1 (stereo not drawn) | 2% | -2% | -6%
COC(=O)c1cc(C(=O)OCC(=O)N(C)C2CCS(=O)(=O)C2)cc([N+](=O)[O-])c1 (stereo not drawn) | -4% | 2% | 6%
Cc1[nH]c(=O)c(C#N)cc1-c1ccccc1 | 2% | -1% | -2%
CCCCCCCN1N=C(C)C(C(=O)c2ccccc2)C1=O (stereo not drawn) | x | 6% | -9%
CN(C)CCCNC(=O)c1ccc(/C=N/O)nc1 | -6% | -1% | -3%
COc1ccccc1NC(=O)c1c([N+](=O)[O-])c(C(C)(C)C)nn1C | -9% | -4% | -12%
CC(C)C[C@H](NC(=O)c1nc[nH]c1C(=O)NCCCCCNC(=O)OC(C)(C)C)C(=O)OCc1ccccc1 | 14% | -12% | -15%
CCOC(=O)c1cnc2c(C)cc(C)cc2c1NCCc1ccc(OC)c(OC)c1 | x | -6% | 12%
Cc1ccc(C)c(C(=O)COC(=O)c2nn(C)c(=O)c3ccccc23)c1 | x | -3% | -13%
Cc1oc(-c2ccccc2F)nc1CN1CCC(C(=O)NCCc2ccc(Cl)cc2)CC1 | x | -2% | -8%
COc1ccc(OC)c(/C=N/Nc2nc(C)cc(=O)[nH]2)c1 | 1% | -19% | -16%
COc1ccccc1N1CCN(/N=C/c2ccc(Cl)c([N+](=O)[O-])c2)CC1 | -1% | -14% | u
CCOC(=O)C1CCCN(Cc2nc(CC3CC3)no2)C1 (stereo not drawn) | -12% | -1% | 2%
CNC(=O)CC(C(=O)O)c1ccc(OCC(C)C)cc1 (stereo not drawn) | 4% | 0% | 1%
C=CCN1C(=O)C(C)NC1=S (stereo not drawn) | 2% | 63%[activator] | -1%
COc1cccc(C(=O)Oc2ccc(/C=N/NC(=O)c3ccncc3)cc2OC)c1 | -6% | -5% | 9%
CCc1ccc(NS(=O)(=O)c2ccc3[nH]cc(C(=O)NCC4CCCO4)c(=O)c3c2)cc1 (stereo not drawn) | 5% | -6% | -3%

Structural class: the compounds so far containing a Cl atom
SMILES | N370S GC | KAT2A inh | FEN1 inh
O=C(CNC(=O)c1ccccc1F)OC(C(=O)Nc1cc(C(F)(F)F)ccc1Cl)c1ccccc1 (stereo not drawn) | 9% | -21% | -3%
COc1ccc(C2C3=C(CCCC3=O)N(CC(=O)O)C3=C2C(=O)CCC3)cc1Cl | u | -12% | -6%
COc1cc(NC(=O)C2CC(c3c(F)cccc3Cl)=NO2)cc(OC)c1OC (stereo not drawn) | 9% | 0% | 8%
CN(c1ccccc1)S(=O)(=O)c1ccc(Cl)c(C(=O)OCC(=O)NCc2ccco2)c1 | 9% | -24% | -26%
O=C(Nc1cccnc1)Nc1ccc(Br)cc1Cl | u | -3% | -12%
CN1C2CCC1CC(NC(=O)CSc1ccc(Cl)cc1)C2 (stereo not drawn) | 18% | 0% | -9%
CCOC(=O)Cc1c(C)nc2c(-c3ccc(Cl)cc3)cnn2c1C | 29% | -8% | -6%
N=c1ccn(Cc2ccc(Cl)cc2)cc1 | -20%[2.35 µM] | 3% | -1%
O=C(COC(=O)c1cc[n+]([O-])cc1)Nc1ccc(Cl)cc1[N+](=O)[O-] | 0% | -17% | 1%
C[C@@]12C(=O)N(c3ccc(Cl)cc3)C(=O)N1[C@@H]1c3ccccc3OC[C@@H]1[C@H]2c1ccccc1 | x | -4% | -11%
C/C(CC(=O)Nc1ccc(Cl)cc1C(F)(F)F)=N\NC(N)=S | -2% | -4% | 8%
CCOC(=O)CC1c2cc(OCC)c(OCC)cc2CCN1C(=O)Nc1cccc(Cl)c1 (stereo not drawn) | x | -5% | 1%
Cc1ccc(NC(=O)CN2C(=O)COc3ccc(S(=O)(=O)N4CCCCC4)cc32)cc1Cl | x | -3% | -23%
CS(=O)(=O)c1[nH]nc(-c2cccc(Cl)c2)c1C#N | 2% | 0% | 1%
CCCCC(=O)NC(NC(=S)N1CCCCCC1)C(Cl)(Cl)Cl (stereo not drawn) | 13% | 1% | -3%
Cc1oc(-c2ccccc2F)nc1CN1CCC(C(=O)NCCc2ccc(Cl)cc2)CC1 | x | -2% | -8%
COc1ccccc1N1CCN(/N=C/c2ccc(Cl)c([N+](=O)[O-])c2)CC1 | -1% | -14% | u

Screening results as filed in PubChem.
